High-throughput results: PubChem BioAssay, National Center for Advancing Translational Sciences (NCATS)
Tau fibril ThT – blocks human tau fibril formation measured by thioflavin T. recombinant tau K18 P301L, heparin-induced fibrillization, ThT fluorescence. 270,000 tested, 2.1% active. AID 1460. Potency, µM (top dose mostly 57.4 µM), without a hit: top-dose activity, negative = inhibition, usual class: inhibitors; further: on the % scale 0 is the no-effect control and ±100 the full control effect; nearly all actives have a fitted effect of over 55% in size
Target sequence (P10636 561-689 P618L limits assumed): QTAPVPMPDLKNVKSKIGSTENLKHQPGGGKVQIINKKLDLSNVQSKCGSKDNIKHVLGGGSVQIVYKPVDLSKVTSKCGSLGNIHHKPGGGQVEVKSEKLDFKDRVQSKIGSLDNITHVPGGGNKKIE
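K18 P301L tau (15 uM + 0.24 uM Alexa 594-tagged), heparin 20 uM, NaOAc pH 7, 6 h 37 C; ThT 30 uM, 1 h RT, ex 450/em 510 nm.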
HttQ103 aggreg – inhibitors of mutant huntingtin aggregate formation in PC12 cells; PC12 HttQ103-GFP aggregates, Acumen cytometry, 40 h; Potency, µM (series often up to 46.1 µM), for the others: at the highest dose activity change, negative = inhibition, hits mostly inhibitors; 220,000 tested, 1.1% active; further: on the % scale 0 is the no-effect control and ±100 the full control effect; nearly all actives have a fitted effect of over 60% in size
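Huntingtin Q103 exon 1–GFP aggregates in induced PC12 cells (100 nM tebufenozide) were quantified by cytometry from lysates, with compounds dosed in titration.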
SMN2 splice enh – enhancers of SMN2 splice variant expression; HEK293 SMN2-luciferase splicing reporter, luminescence, 30-36 h; Potency, µM (titrated, usually from 46.1 µM), inactives show at the top dose activity change, positive = activation, most hits filed as activators; 210,000 tested, 2.8% active; AID 1458; further: % of control where 0% means no effect; nearly all actives have a fitted effect of over 55% in size
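HEK293 cells carry an SMN2 minigene-luciferase reporter in which exon 7 inclusion puts luciferase in frame. Cells were seeded at 2000 cells/well, attached for 10-12 hours, then exposed to compounds for 30-36 hours at 37C before ONE-Glo luminescence.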
Tau fibril FP – blocks human tau fibril formation measured by polarization. P10636. K18 P301L tau heparin fibrillization, Alexa594 FP, 6 h. Potency, µM (doses to about 57.7 µM), without a hit: at the highest dose activity, negative = inhibition, actives largely listed as inhibitors. 280,000 tested, 0.39% active. AID 1468; further: on the % scale 0 is the no-effect control and ±100 the full control effect; nearly all actives have a fitted effect of over 55% in size
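Recombinant K18 P301L […], labeled with Alexa 594 at 0.24 uM over 15 uM unlabeled; heparin inducer 20 uM final; 37 C, 6 hr; FP endpoint.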
KDM4E inh – blocks human JMJD2E demethylase activity; B2RXH2; JMJD2E catalytic domain, FDH-coupled NADH fluorescence (FDH is formaldehyde dehydrogenase); Potency, µM (series often up to 57.1 µM), inactives show at the top dose activity change, negative = inhibition, usual class: inhibitors; 230,000 tested, 1.6% active; AID 2147; active means well fitted inhibition curve with a large enough effect, not every such curve was filed as active; inconclusive means small, poorly fitted or top-dose-only effect, or another doubt; inactive means no such curve, though single readings can be large or run the other way;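 further: 0% = wells with enzyme and -100% = buffer wells without enzyme; nearly all actives have a fitted effect of over 50% in size; many of its hits are not listed in these tables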
Target sequence (B2RXH2 1-337 limits assumed): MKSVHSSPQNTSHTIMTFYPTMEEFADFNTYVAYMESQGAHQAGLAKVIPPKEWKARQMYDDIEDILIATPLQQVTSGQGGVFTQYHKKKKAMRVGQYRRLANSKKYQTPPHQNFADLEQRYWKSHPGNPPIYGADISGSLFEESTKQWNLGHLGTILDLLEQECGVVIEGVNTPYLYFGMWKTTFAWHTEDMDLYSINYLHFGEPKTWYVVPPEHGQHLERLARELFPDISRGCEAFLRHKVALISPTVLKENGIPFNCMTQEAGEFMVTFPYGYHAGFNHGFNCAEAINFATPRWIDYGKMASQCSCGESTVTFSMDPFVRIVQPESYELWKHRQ
ALDH1A1 inh – inhibitors of human aldehyde dehydrogenase 1A1; P00352; Purified ALDH1A1, NADH fluorescence, propionaldehyde substrate; Potency, µM (titrated, usually from 75.3 µM), without a hit: top-dose activity, negative = inhibition, most hits filed as inhibitors; 220,000 tested, 7.3% active; AID 1030; active means well fitted inhibition curve with a large enough effect, not every such curve was filed as active; inconclusive means small, poorly fitted or top-dose-only effect, or another doubt; inactive means no such curve, though single readings can be large or run the other way;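 further: plate controls were no enzyme wells and a reference inhibitor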
Target sequence (P00352 whole entry, looked up): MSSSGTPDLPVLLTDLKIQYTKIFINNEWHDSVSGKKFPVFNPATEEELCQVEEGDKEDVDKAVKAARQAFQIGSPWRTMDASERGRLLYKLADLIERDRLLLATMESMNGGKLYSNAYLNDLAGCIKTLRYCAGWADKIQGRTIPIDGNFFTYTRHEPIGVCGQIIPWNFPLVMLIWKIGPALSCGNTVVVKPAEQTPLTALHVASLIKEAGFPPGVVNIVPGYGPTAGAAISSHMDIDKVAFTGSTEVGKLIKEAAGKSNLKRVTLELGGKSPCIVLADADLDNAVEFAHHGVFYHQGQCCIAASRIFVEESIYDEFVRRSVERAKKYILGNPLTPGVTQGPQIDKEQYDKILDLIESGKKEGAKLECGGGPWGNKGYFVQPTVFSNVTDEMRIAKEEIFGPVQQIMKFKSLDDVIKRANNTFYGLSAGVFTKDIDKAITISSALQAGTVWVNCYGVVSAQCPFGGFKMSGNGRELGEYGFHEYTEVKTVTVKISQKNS
Tau fluor cs – counter-screen for tau fibril formation inhibitors; tau K18 P301L Alexa594 fluorescence, heparin fibrillization; Potency, µM (top dose mostly 57.7 µM), without a hit: top-dose activity change, negative = decrease; 280,000 tested, 0.93% active; AID 1463; further: on the % scale 0 is the no-effect control and ±100 the full control effect; nearly all actives have a fitted effect of over 55% in size
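Human tau K18 P301L (15 uM unlabeled, 0.24 uM Alexa 594-labeled) in 100 mM sodium acetate pH 7 with 20 uM heparin, 6 hr at 37 C. ThT 30 uM added, 1 hr ambient; Alexa 594 FP and total fluorescence read at 555/632 nm.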
HTT ATP protect – cytoprotection in Huntington HTT-Q103 PC12 cell model; PC12 HTT-Q103 induced, cytoprotection, ATP luminescence, 40 h; Potency, µM (titrated, usually from 56.4 µM), for inactives: cytoprotection (ATP increase), usual class: activators; 230,000 tested, 0.14% active;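 further: % of control where 0% means no effect; nearly all actives have a fitted effect of over 45% in size; toxic huntingtin expression switched on by the ecdysone agonist tebufenozide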
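Compounds added alongside 100 nM tebufenozide, which induces toxic Q103 huntingtin exon 1-GFP in stable PC12 cells; surviving cells quantified by luminescent ATP measurement. Medium: phenol red-free DMEM, 5% equine and 5% calf serum.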
* = called active by the depositor; ? = inconclusive; . = not tested or not shown; & = joins results of further samples; [ ] = dose if it differs, or a comment. Unless noted, the call rests on the fitted dose curve; in most records, active means well fitted curve in the direction sought with a large enough effect; inconclusive means small, poorly fitted or top-dose-only effect, or another doubt; inactive means no such curve, though single readings can be large; an effect the other way counts as inactive or inconclusive. Potency means the concentration at half of the fitted maximal effect.

SMILES	Tau fibril ThT	HttQ103 aggreg	SMN2 splice enh	Tau fibril FP	KDM4E inh	ALDH1A1 inh	Tau fluor cs	HTT ATP protect
O=C(NNc1ccc(C2CCCCC2)cc1)C(O)(c1ccccc1)c1cccs1 (stereo unspecified)	?	?	-10%	12%	2%	?	?	-37%
S=C(Nc1ccccc1Oc1ccccc1)NC1CCCC1	-2%	-19%	1%	-3%	-5%	-17%	-15%	.
O=C(CCCCCN1C(=O)c2ccccc2C1=O)Nc1ccccc1	-6%	3%[9.22 µM]	-43%[inhibitor]	-10%	2%	-12%	-16%	5%
COc1cccc(C(=O)CSc2nnc(-c3cccs3)o2)c1	?	13%	-2%	-8%	-16%	-6%	-3%	-15%[10 µM]
CN(C)CC(=O)Nc1ccc(S(N)(=O)=O)cc1	-11%	10%[9.22 µM]	7%	?	3%	13%	-13%	-6%
CNC(=O)CSc1nc2[nH]ncc2c(=O)[nH]1	-4%	29%	-8%	-4%	7%	0%	-4%	-27%
CCCCn1c(NC(=O)c2ccccc2)nc2ccccc21	-13%	-8%[9.22 µM]	1%	-5%	?	-5%	-17%	6%
O=C(Cn1cnc2sc(-c3ccccc3)cc2c1=O)NCc1ccccc1	-4%	-9%	-2%	-11%	-13%	13%	-7%	-98%[inhibitor]
COC(=O)c1ccc(OC)c(OC2CCCC2)c1	1%	5%[9.22 µM]	.	1%	7%	8%	-4%	-10%[10 µM]
CNC(=S)N1CCC(NC(=O)C23CC4CC(CC(C4)C2)C3)CC1	-9%	1%[9.22 µM]	.	-12%	6%	5%	-13%	9%[10 µM]
CCC(C)NC(=O)c1cn(CC)c2cc(N3CCN(C)CC3)c(F)cc2c1=O (stereo unspecified)	-9%	8%[9.22 µM]	.	1%	?	.	-5%	15%[10 µM]
COc1cc(C(=O)OCC(=O)NCc2ccco2)cc(OC)c1OC	?	-7%	-7%	-7%	-7%	-13%	-10%	-1%
COc1ccc(C(=O)N(O)c2ccccc2)cc1	-12%	.	3%	1%	?	-7%	-7%	-31%[inhibitor]
O=S(=O)(c1cnc[nH]1)N1CCCCCC1	10%	0%	22%	-2%	4%	16%	2%	-6%
FC(F)Oc1ccc(/C=N/N2CCCCC2)c(OC(F)F)c1	-1%	12%	9%	4%	0%	-5%	-13%	5%
O=C(O)c1ccc(NC(=S)NC2CCCCC2)cc1	6%	7%	4%	-1%	-11%	-8%	8%	23%[10 µM]
CC1CCCCN1S(=O)(=O)c1ccc(C(=O)Nc2ccccc2-c2nc3ccccc3[nH]2)cc1 (stereo unspecified)	16%	8%	.	14µM*	-6%	?	?	7%[10 µM]
O=C(NCc1ccc2c(c1)OCO2)C1CCCN1S(=O)(=O)c1ccc(F)cc1 (stereo unspecified)	.	-8%[9.22 µM]	.	4%	-5%	.	12%	-3%[10 µM]
O=C(NCCCn1ccnc1)c1cn(-c2ccccc2)nc1-c1ccccc1	4%	-8%	6%	0%	1%	-7%	0%	-96%[inhibitor][0.074 µM]
CCCc1c(O)nc(SC2CC(=O)N(c3cc(OC)ccc3OC)C2=O)[nH]c1=O (stereo unspecified)	-4%	0%	-4%	3%	1%	-5%	3%	2%[0.074 µM]
Cc1cc(N/C=C/C(=O)c2ccc(Br)cc2)no1	?	-6%	?	-7%	2%	-1%	-8%	35%[10 µM]
COc1cc(C(=O)Nc2cccc(-c3nc4cc(C)ccc4o3)c2)cc(OC)c1OC	-13%	-2%	-10%	-4%	-2%	-7%	-21%	.
Cc1ccccc1Nc1nc(N)nc(CN2CCN(c3ccccn3)CC2)n1	2%	23%	-2%	10%	-4%	?	6%	-3%
Cn1cnnc1Sc1ccc(C(=O)OCC(=O)Nc2ccccc2)cc1[N+](=O)[O-]	-12%	1%	1%	5%	5%	-20%	-15%	28%[10 µM]
O=C(N/N=C/c1cccc(F)c1)c1csc2c1CCCC2	-10%	-21%	14µM*	-10%	-1%	-10%	-16%	-31%

(list continues)
SMILES	Tau fibril ThT	HttQ103 aggreg	SMN2 splice enh	Tau fibril FP	KDM4E inh	ALDH1A1 inh	Tau fluor cs	HTT ATP protect
Cc1ccc(C(=O)NCCn2c(C)cc3ccccc32)cc1C	?	.	-86%[inhibitor]	4%	.	.	-25%	.
COc1ccc(/C=N/NC(=O)CN2CCS(=O)(=O)CC2)cc1	-4%	9%	-9%	-1%	3%	9%	4%	-10%
Cc1cc(=O)n2nc(N3CCC(C(=O)Nc4ccc(C)c(Cl)c4)CC3)sc2n1	?	.	5%	8%	.	.	-13%	.
NNC(=O)CNC(=O)c1ccccc1F	-12%	-7%	10%	-1%	52%[activator]	3%	-5%	-4%[10 µM]
Cc1ccc(NC(=S)N/N=C/c2ccc(OCCC(C)C)cc2)c(C)c1	-13%	-25%	1%	6%	-9%	-1%	-26%	-16%
CCC(CC)C(=O)Nc1c(C)n(C)n(-c2ccccc2)c1=O	-3%	-3%	2%	-3%	-1%	-1%	-3%	4%
COc1ccc(NC(=O)NCCN2C(=O)C3C4C=CC(C4)C3C2=O)cc1 (stereo unspecified)	-6%	2%	11µM*	3%	13%	?	-8%	-25%
O=C(OC1CCc2ccccc2C1=O)c1ccccc1O (stereo unspecified)	25µM*	-29%	5%	?	?	?	?	-17%
CC(=O)O[C@H]1C[C@@H]2CCC3C(CC[C@@]4(C)[C@H]3C[C@H]([N+]3(C)CCCCC3)[C@@H]4OC(C)=O)[C@@]2(C)C[C@@H]1[N+]1(C)CCCCC1 (stereo partly specified)	-2%	.	-9%	2%	3%	-7%	-3%	.
Cc1noc(C)c1COc1ccc(C(=O)OCC(=O)NC2CCCCC2C)cc1 (stereo unspecified)	-12%	-28%	.	-1%	?	?	-12%	-27%
COc1ccc(N=c2oc3cc(O)ccc3cc2C(=O)NCC2CCCO2)cc1 (stereo unspecified)	-15%	?	-19%	3%	?	?	-15%	-15%
Cc1ccc(OCCCn2c(C3CC(=O)N(c4cccc(Cl)c4)C3)nc3ccccc32)c(C)c1 (stereo unspecified)	-11%	.	0%	-2%	.	.	-11%	.
Cc1nnc(NC(=O)c2ccc(S(=O)(=O)N(C)Cc3ccccc3)cc2)o1	-13%	-29%	-23%	2%	?	2%	-8%	-12%
CC(=O)Nc1cccc(C(=O)OC(C(=O)c2ccc(C)cc2)c2ccccc2)c1 (stereo unspecified)	13%	13%	-7%	14µM*	2%	-15%	?	-27%
Cc1onc(-c2ccccc2)c1-c1ccnc(N)n1	-6%	-13%[9.22 µM]	.	-2%	-5%	.	-9%	18%[10 µM]
CCCCNC(=O)COC(=O)c1c2c(nc3ccccc13)/C(=C/c1cccs1)CC2	?	-9%	11µM*	2%	5%	?	?	.
COC(=O)C1=C(C(=O)OC)[C@@H]2Nc3ccccc3[C@@]23C[C@@H](C(=O)OC)N(C(=O)c2ccc(Br)cc2)C3=N1	5%[11.5 µM]	9%[9.22 µM]	-1%[9.22 µM]	4%[11.6 µM]	-6%[11.4 µM]	-2%[13.5 µM]	13%[11.6 µM]	-18%&24%[10 µM]
COc1cc(CNC(C)(C)CO)cc(Br)c1OCc1ccc(Cl)cc1	-13%	13%	-16%	-1%	-12%	-7%	-10%	-17%[10 µM]
Cc1cc(C)cc(CC2CC(=O)N(c3nc(C)cc(C)n3)C2=O)c1 (stereo unspecified)	-12%	6%	-1%	-5%	?	?	-9%	-25%
CCNC(=O)C(=O)Nc1ccc([N+](=O)[O-])cc1	-2%	32%	15%	3%	-9%	3%	6%	.
COc1cc(NC(=O)C/C(C)=N/NC(=O)C(OC)c2ccccc2)c(OC)cc1Cl (stereo unspecified)	-1%	15%	-5%	-10%	-2%	5%	-6%	14%[10 µM]
CC1CCc2c(sc(NC(=O)Cc3ccccc3)c2C(=O)Nc2ccc(Cl)cc2)C1 (stereo unspecified)	4%	.	0%	-2%	.	.	-4%	.
CCOC(=O)C1CCN(c2ncnc3c2cnn3-c2ccc(Cl)cc2)CC1	?	5%	-46%[inhibitor]	-2%	?	?	-25%	.
COCCOCC(O)CN1CCN(c2ccc(C)cc2)CC1 (stereo unspecified)	3%	21%	9%	6%	10%	11µM*	2%	-1%
CNc1ccn(C2CCCO2)c(=O)n1 (stereo unspecified)	4%	-11%[9.22 µM]	.	2%	-2%	.	-2%	-7%[10 µM]

New compounds follow
SMILES	Tau fibril ThT	HttQ103 aggreg	SMN2 splice enh	Tau fibril FP	KDM4E inh	ALDH1A1 inh	Tau fluor cs	HTT ATP protect
CC1CCN(C(=O)C(C)Sc2nc(-c3ccccc3)cc(C(F)(F)F)n2)CC1 (stereo unspecified)	?	-32%	-20%&-8%	5%&2%	2%	?	-11%&-13%	-17%
CCCCn1nc2cc(C(=O)N[C@H](C)C3CCCCC3)ccc2c1OCC	-18%	3%	-36%[inhibitor]	10%	?	?	-9%	3%[10 µM]
COC(C[C@H](O)C[C@H](O)COCc1ccccc1)OC	9%	22%[9.22 µM]	.	1%	2%	.	12%	0%[10 µM]
O=C(CCNC(=O)c1ccco1)NCc1ccccc1	-8%	-13%	16%	-6%	4%	11%	-11%	-13%[10 µM]
Cc1cccc(N(C(=O)CCC(=O)Nc2cccnc2)C(C(=O)NC2CCCC2)c2ccncc2)c1 (stereo unspecified)	3%	-19%	-5%	1%	?	-7%	0%	-2%[1.9 µM]
O=C(O)c1ccc(S(=O)(=O)c2ccc3c(c2)C(=O)N(NC(=O)c2ccc(O)cc2)C3=O)cc1	1%	9%	-6%	-2%	2%	4%	4%	-36%
CC(C)(C)c1cc(C(=O)NCc2cccnc2)ccn1	4%	-17%	-28%	1%	7%	-6%	3%	-8%
CC(=O)c1c(N)[nH]c(-c2ccccc2)nc1=S	?	18%	7%	-4%	1%	1%	-8%	-8%

A portion of the library (hit frequency here may not be typical).
